Compound activity: PubChem BioAssay, National Center for Advancing Translational Sciences (NCATS)
D2 PAM – HTS Assay for Positive Allosteric Modulators of the Human D2 Dopamine Receptor: Primary Screen for Potentiators; hit rate 0.34% among 340,000; potentiation, % at 10 µM; D(2) dopamine receptor (Homo sapiens), P14416; AID 485347, 2010; HEK293 T-REx D2, calcium flux, EC20 dopamine potentiation;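 active = potentiation over 3 SD above the plate norm, cut at about 30% in these data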; note: 0% is about no effect
Target sequence (P14416 whole entry, looked up): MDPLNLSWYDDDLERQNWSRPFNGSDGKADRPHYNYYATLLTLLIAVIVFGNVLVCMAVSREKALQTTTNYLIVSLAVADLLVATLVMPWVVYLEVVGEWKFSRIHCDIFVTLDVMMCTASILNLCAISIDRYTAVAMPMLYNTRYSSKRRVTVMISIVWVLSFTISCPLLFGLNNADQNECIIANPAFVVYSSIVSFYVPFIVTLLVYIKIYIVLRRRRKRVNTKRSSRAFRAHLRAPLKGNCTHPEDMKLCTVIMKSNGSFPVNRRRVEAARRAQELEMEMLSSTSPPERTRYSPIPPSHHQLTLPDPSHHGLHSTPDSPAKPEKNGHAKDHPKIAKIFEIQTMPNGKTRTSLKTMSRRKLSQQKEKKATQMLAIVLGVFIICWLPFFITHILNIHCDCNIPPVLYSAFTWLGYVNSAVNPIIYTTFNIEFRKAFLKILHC
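Calcium flux readout, no-wash dye, 1 read/s. Inducible HEK293 Trex D2 line, overnight 30 C. Compound alone 180 s (agonist flags), then EC20 dopamine, another 180 s to score potentiation.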
D1 PAM – Potentiators of Human D1 Dopamine Receptor: qHTS; potentiation, % at 10 µM; hit rate 0.036% among 360,000; AID 504651, 2011; D(1A) dopamine receptor (Homo sapiens), P21728; HEK293 TREx D1 cells, calcium flux, dopamine EC20 potentiation; in the data active = potentiation above about 30%; note: 0% is about no effect
RXFP1 agonist – qHTS Assay for Agonists of the Relaxin Receptor RXFP1; Relaxin receptor 1 (Homo sapiens), Q9HBX9; HEK293T-RXFP1 cAMP TR-FRET, 30 min; response scale: percent of porcine relaxin response, buffer zero; Potency, µM (doses to about 57.5 µM), for the others: at the top dose activation, usual class: activators; hit rate 0.3% among 370,000; note: potency is the fitted concentration of half-maximal effect; % is set by controls: 0 for no effect and ±100 for the full control effect; nearly all actives have a fitted effect of over 60% in size; many of its hits are not listed in these tables
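Agonist response is measured as cAMP accumulation in an RXFP1-transfected HEK293T line under PDE4 inhibition. Values are scaled between buffer-only and 29 nM porcine relaxin, and EC50s come from standard Hill equation fits.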
D1 agonist – Allosteric Agonists of the Human D1 Dopamine Receptor: qHTS. D(1A) dopamine receptor (Homo sapiens), P21728. HEK293 T-REx D1 cells, calcium flux, agonist mode. AID 504660, 2011. activation, % at 2 µM. hit rate 1% among 360,000; in the data active = activation above about 30%; note: 0% is about no effect
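Agonism was scored from calcium flux recorded over 180 s (1 read/s) after pintool compound addition, following a 10-cycle baseline. Cells were inducible force-coupled HEK293 TREx D1, plated overnight at 30 C and loaded with no-wash calcium dye.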
TRHR ag – qHTS for Small Molecule Agonists and Allosteric Enhancers of Human TRH Receptor: Primary Screen for Agonists; Thyrotropin-releasing hormone receptor (Homo sapiens), P34981; TRHR cells, calcium flux fluo-8, FDSS agonist mode; activation, % at 2 µM; hit rate 0.18% among 360,000; AID 493084, 2011; in the data active = activation above about 30%; note: 0% is about no effect
Target sequence (P34981 whole entry, looked up): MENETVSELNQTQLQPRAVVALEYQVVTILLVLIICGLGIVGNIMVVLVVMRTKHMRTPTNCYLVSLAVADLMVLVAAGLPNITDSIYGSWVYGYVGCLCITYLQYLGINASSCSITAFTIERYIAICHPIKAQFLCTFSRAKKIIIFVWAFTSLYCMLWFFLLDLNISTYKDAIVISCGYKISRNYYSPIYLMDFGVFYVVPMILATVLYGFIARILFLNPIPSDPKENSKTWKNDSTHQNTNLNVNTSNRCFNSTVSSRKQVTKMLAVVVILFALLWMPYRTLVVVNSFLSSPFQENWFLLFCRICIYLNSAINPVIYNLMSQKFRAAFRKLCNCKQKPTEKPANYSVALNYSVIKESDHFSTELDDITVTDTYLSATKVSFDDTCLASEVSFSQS
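Agonist-mode FDSS calcium read (Ex 480/Em 530, 1 s cycles) in 1536-well TRHR cells with fluo-8 dye, after 10-cycle baseline and 23 nL compound addition; TRH at EC20 (10 nM final) added afterwards for the enhancer phase.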
D1 antag – Antagonist of Human D 1 Dopamine Receptor: qHTS. hit rate 3.2% among 360,000. HEK293 TREx D1 cells, calcium flux, dopamine EC80; hits give low values. D(1A) dopamine receptor (Homo sapiens), P21728. activity change, negative = inhibition, % at 10 µM; in the data active = activity change below about -30%; note: % is set by controls: 0 for no effect and ±100 for the full control effect
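HEK293 T-REx cells expressing inducible, force-coupled D1 receptor; no-wash Ca dye, 30–90 min RT. Cmpd → 180 s read at 1 Hz → EC80 DA → 180 s read.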
TRHR enhancer – qHTS for Small Molecule Agonists and Allosteric Enhancers of Human TRH Receptor: Primary Screen for Enhancers; Thyrotropin-releasing hormone receptor (Homo sapiens), P34981; TRHR cells, fluo-8 calcium fluorescence, EC20 TRH enhancement; enhancement, % at 2 µM; hit rate 0.66% among 360,000; in the data active = enhancement above about 30%; note: 0% is about no effect
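Enhancer read-out: after compound pinning and an initial kinetic agonist-mode read, an EC20 of TRH (10 nM final) was injected and fluo-8 calcium signal (Ex 480/Em 530) followed at 1 s/cycle for 100 cycles in TRHR-expressing cells.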
RXFP1 antagonist – qHTS Assay for Antagonists of the Relaxin Receptor RXFP1; HEK293-RXFP1, relaxin-stimulated cAMP HTRF, 30 min; hits give low values; hit rate 0.59% among 350,000; Relaxin receptor 1 (Homo sapiens), Q9HBX9; activity change, negative = inhibition, % at 57.5 µM;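 active = activity change of -60% or lower, but not beyond a set lower limit; inconclusive = change between -60% and -40%, or beyond the set limit; inactive = change above -40%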; note: % is set by controls: 0 for no effect and ±100 for the full control effect
Anesthetic bind – qHTS Assay for Identification of Novel General Anesthetics; hit rate 0.074% among 350,000; apoferritin/1-aminoanthracene competitive binding, fluorescence; Potency, µM (doses to about 77.5 µM), inactives show top-dose activity change, negative = displacement, actives largely listed as inhibitors; Ferritin light chain (Equus caballus), P02791; note: potency is the fitted concentration of half-maximal effect; % is set by controls: 0 for no effect and ±100 for the full control effect; nearly all actives have a fitted effect of over 20% in size
Target sequence (P02791 2-175 limits assumed): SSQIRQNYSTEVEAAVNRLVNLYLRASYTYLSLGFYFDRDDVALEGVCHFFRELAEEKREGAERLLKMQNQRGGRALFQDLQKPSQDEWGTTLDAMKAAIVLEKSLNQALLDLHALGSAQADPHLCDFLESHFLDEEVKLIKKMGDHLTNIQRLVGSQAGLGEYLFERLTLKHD
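Steps: apoferritin (10 uM) was premixed with half-saturated 1-AMA in PBS, compounds were pin-transferred, plates stood 10 min at room temperature, fluorescence was read at 380/535 nm, and curves were fitted with a Hill equation.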
An asterisk follows results filed as active; ? = inconclusive; nt = no result given; & = joins results of further samples. Unless noted, calls come from the whole dose curve; as a rule, active = well fitted curve in the direction sought with a large enough effect; inconclusive = small, poorly fitted or top-dose-only effect, or another doubt; inactive = no such curve, though single readings can be large; an effect the other way counts as inactive or inconclusive.

item	D2 PAM	D1 PAM	RXFP1 agonist	D1 agonist	TRHR ag	D1 antag	TRHR enhancer	RXFP1 antagonist	Anesthetic bind	structure
1	3	5	1.0%	2	2.2	5	-8	1	-2%	O=C(NC1CC1)C1CCN(C2CCN(C(=O)CCOc3ccccc3)CC2)CC1
2	9	0	-0.3%	2	-0.4	-3	0	-3	-7%	N#Cc1ccccc1NC(=S)NC(=O)C1CCC1
3	13	-3	0.4%	8	1.0	12	2	-15	-11%	CC(C)(C)c1csc(NC(=O)Cn2c(=O)oc3ccccc32)n1
4	5	-1	1.8%	3	0.4	-24	0	6	-12%	CCc1ncc(C(=O)c2ccc(OC)cc2)n1C
5	13	3	0.1%	9	-1.2	-4	-1	8	-9%	COc1cc(C(C)=O)ccc1OCC(O)Cn1nc(C)c(Br)c1C (configuration not stated)
6	-3	0	-1.1%	23	2.1	0	-13	2	-7%	CC(=O)Nc1ccc(Nc2ncnc3c2nnn3Cc2ccccc2Cl)cc1
7	6	7	-1.8%	0	-0.3	2	3	-1	-3%	C[N+]1(CCN2C(=O)C3CC=C(Cl)CC3C2=O)CCOCC1 (configuration not stated)
8	-7	2	-0.6%	3	1.2	27	6	-6	2%	O=C(Nc1nc2nc(-c3ccccc3)cc(=O)n2[nH]1)c1ccc(F)cc1
9	-11	-8	3.3%	2	0.2	-3	7	-10	-3%	Cn1c(SC2C(=O)CC(C)(C)CC2=O)nnc1-c1ccco1
10	-2	-7	1.8%	2	-1.7	10	2	-13	-11%	CCOc1ccc(CCNC(=O)CSc2cc(=O)n(CC)c3ccccc23)cc1OCC
11	2	-3	-1.2%	3	-0.5	-9	0	-10	-24%	O=C(COc1ccc(C(=S)N2CCCC2)cc1)Nc1ccc(F)cc1
12	4	-2	0.2%	0	0.0	10	-1	-5	1%	Cc1cc(N2CCC(C(N)=O)CC2)nc(-c2ccccc2)n1
13	-4	-3	3.1%	1	-0.1	8	-1	5	-11%	Cc1ccc2[nH]c(=O)c(CN(Cc3cccnc3)C(=O)c3ccncc3)cc2c1
14	nt	-5	2.9%	0	-0.6	6	54*	23	3%	CCCc1cc(=O)oc2c(C)c(OCC(=O)NCCN3CCOCC3)ccc12
15	1	-4	3.0%	-1	-1.6	7	3	5	17%	O=C(NCc1ccco1)c1cnn2c(C(F)(F)F)cc(-c3ccco3)nc12
16	-6	-4	1.8%	-1	0.0	-24	4	-14	-16%	O=C(COc1ccccc1)NCCc1csc(-c2cccc(F)c2)n1
17	-1	-1	-0.5%	3	-1.0	7	-8	-2	-11%	C=CCOc1nc2sc(C)c(C)c2c(=O)n1-c1ccccc1
18	nt	-1	-0.3%	-1	-0.1	-1	56*	3	-2%	CN(C)CCCNC1=CC(=O)CC(c2ccccc2)C1 (configuration not stated)
19	8	-7	1.3%	6	-1.1	5	1	4	-20%	Cc1nn(CC(=O)Nc2cccc(S(N)(=O)=O)c2)c(C)c1[N+](=O)[O-]
20	7	0	-0.1%	3	-0.3	-26	1	-1	-13%	O=C(N/C(=C/c1ccco1)C(=O)N1CCOCC1)c1ccc([N+](=O)[O-])cc1
21	11	4	0.2%	0	0.2	4	10	-8	-14%	Cc1cc(C(=O)NC2CC(C)(C)Cc3c2cnn3-c2ccc(F)cc2)no1 (configuration not stated)
22	-5	-6	0.4%	0	0.0	1	-4	2	-23%	O=C(Cc1c(O)c2ccccc2[nH]c1=O)NC1CCCCCCC1
23	8	-2	-0.3%	3	0.6	14	11	-10	-9%	CC(=O)c1[nH]c(C)c(C(=O)N2CCCC(Nc3cccc(F)c3)C2)c1C (configuration not stated)
24	-2	-2	-2.7%	1	0.4	10	2	5	0%	O=C(c1ccco1)N(CCO)Cc1cc2cc3c(cc2[nH]c1=O)OCO3
25	-1	6	-1.6%	1	0.6	8	-1	-3	-4%	Nc1nc(CSc2ncn[nH]2)nc(Nc2ccc(F)cc2)n1
26	-2	0	4.4%	1	1.2	-1	9	nt	0%	NC(=O)CC(NC(=O)c1ccccc1)c1ccc(N2CCC(Br)CC2)c([N+](=O)[O-])c1 (configuration not stated)
27	-10	-3	1.1%	1	-0.7	-1	5	-8	-3%	Cc1ccc(NC2Nc3cc(C)nn3S2)c(C)c1 (configuration not stated)
28	10	-1	6.6%	0	-1.0	1	6	-9	-4%	Cn1ncc(Cl)c1C(=O)Nc1ccc(Cl)cn1
29	-3	4	0.2%	2	-0.3	9	-1	20	-4%	COc1ccc(N2CCN(C(=O)c3ccc4c(=O)n(Cc5ccc6c(c5)OCO6)c(=O)[nH]c4c3)CC2)cc1
30	-10	-4	7.1%	0	-0.3	-2	-2	nt	?	O=C(CNC(=O)c1ccccc1)OCc1cc(=O)n2nc(C3CCCCC3)sc2n1
31	-6	-7	0.3%	1	0.6	36	-9	-7	-3%	COc1ccccc1C(=O)Nc1cc2cc(Cl)ccc2oc1=O
32	0	3	2.6%	1	0.5	-1	10	-2	nt	O=C(COC(=O)c1ccccc1OC(F)F)Nc1ccc2[nH]c(=O)[nH]c2c1
33	2	-3	0.6%	2	0.8	-3	-4	-16	nt	Cc1c(NS(=O)(=O)c2cc(C(=O)NCc3cccnc3)cc(Cl)c2Cl)c(=O)n(-c2ccccc2)n1C
34	7&-3	-1&1	0.2%&1.0%	2&0	0.3&-0.1	10&2	14&7	3&-16	-16%&-21%	CCc1ccc(NC(=O)CN(c2cc(C)cc(C)c2)S(=O)(=O)c2c(C)[nH]c(=O)[nH]c2=O)cc1
35	17	7	3.8%	1	1.6	3	13	-2	-7%	Nc1cccc(-c2nc3ccccc3s2)c1
36	1	0	-2.0%	4	0.5	1	6	5	-1%	Cc1onc(-c2c(Cl)cccc2Cl)c1C(=O)N1CCOCC1
37	1	-2	-0.2%	2	-0.2	-16	-3	1	-8%	CC(C)(Oc1ccc(Cl)cc1)C(=O)OCC(=O)N1CCCC1
38	4	18	1.2%	-1	0.5	1	13	-20	-14%	CCOC(=O)C(C(=O)OCC)c1cc(Br)c2noc3c2c1C(=O)c1ccccc1-3
39	7	-6	3.1%	6	0.0	3	-17	-12	-9%	CCCC(=O)Nc1cc(C(=O)NCc2ccc(OC)cc2)ccc1S(=O)(=O)c1ccc(Cl)cc1
40	3	7	2.4%	4	2.4	0	1	-2	4%	CCCN1C/C(=C/c2ccc3c(c2)OCO3)C(=O)/C(=C/c2ccc3c(c2)OCO3)C1
41	3	5	10%	1	0.5	0	3	10	1%	CCOC(=O)C1CCN(S(=O)(=O)c2ccc3[nH]c(=O)c(=O)[nH]c3c2)CC1
42	20	1	0.4%	27	-0.2	-9	2	nt	nt	COc1cccc(C2=CC(c3ccccc3)n3ncnc3N2)c1 (configuration not stated)
43	7	-11	-1.7%	7	-2.0	4	-2	-19	-8%	O=C(Nc1cccc(Cl)c1N1CCCC1)c1ccco1
44	0	-7	3.2%	3	0.0	4	-1	-21	-7%	CCN(CC)C(=O)Cn1cc(S(=O)(=O)CC(=O)Nc2ccc(OC)c(OC)c2)c2ccccc21
45	nt	-1	-0.2%	4	-0.2	-3	4	-1	-8%	CC(=O)c1ccc(NC(=O)COC(=O)c2ccc(F)cc2F)cc1
46	1	-7	2.5%	0	-2.2	7	-4	7	?	Cc1ccc(Nc2c([N+](=O)[O-])c(=O)n(C)c3ccccc23)cc1
47	-1	-6	4.0%	5	0.4	-48*	4	2	-5%	CCCN1C2CCCC1CC(NC(=O)c1ccc(Br)cc1)C2 (configuration not stated)
48	1	1	1.2%	2	-0.1	-19	8	-1	-12%	O=C(N=C1SC2CS(=O)(=O)CC2N1c1cccc(Cl)c1Cl)C1CC1 (configuration not stated)
49	10	-3	0.0%	0	0.3	2	4	nt	1%	Cc1nn(C(=O)c2ccc(Cl)cc2)c(C)c1S(=O)(=O)N1CCOCC1
50	-1	5	-0.8%	-1	-0.3	-18	-4	-5	-10%	O=C(NCc1ccco1)c1nc2c(nnn2Cc2ccccc2Cl)c(=O)[nH]1
51	-4	-8	0.1%	3	-0.3	-11	-6	-8	nt	CC(Sc1nc2ccccc2c(=O)n1C)C(=O)N(C)C1CCCCC1 (configuration not stated)
52	-14	-7	0.1%	4	-0.3	-23	-2	0	-12%	O=C(CSc1ccc(F)cc1)Nc1ccc(Br)cc1

Pulled by structure from above, two records:
item	D2 PAM	D1 PAM	RXFP1 agonist	D1 agonist	TRHR ag	D1 antag	TRHR enhancer	RXFP1 antagonist	Anesthetic bind	structure
21	11	4	0.2%	0	0.2	4	10	-8	-14%	Cc1cc(C(=O)NC2CC(C)(C)Cc3c2cnn3-c2ccc(F)cc2)no1 (configuration not stated)
47	-1	-6	4.0%	5	0.4	-48*	4	2	-5%	CCCN1C2CCCC1CC(NC(=O)c1ccc(Br)cc1)C2 (configuration not stated)

Not all compounds are listed. The share of hits here may be higher or lower than overall.
